ROC1-CUL1 inh: human ROC1-CUL1 E3 ligase inhibition. in vitro K48 di-Ub FRET, acceptor:donor ratio, 45 min. inhibition, % at 10 µM. actives 0.6% (n = 140,000). AID 1347404; in the data active means inhibition above about 25%
Target sequence (P62877 whole entry, looked up): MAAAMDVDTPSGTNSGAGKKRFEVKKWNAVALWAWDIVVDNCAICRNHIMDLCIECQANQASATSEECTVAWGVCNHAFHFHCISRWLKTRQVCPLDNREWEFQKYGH
Target sequence (Q13616 whole entry, looked up): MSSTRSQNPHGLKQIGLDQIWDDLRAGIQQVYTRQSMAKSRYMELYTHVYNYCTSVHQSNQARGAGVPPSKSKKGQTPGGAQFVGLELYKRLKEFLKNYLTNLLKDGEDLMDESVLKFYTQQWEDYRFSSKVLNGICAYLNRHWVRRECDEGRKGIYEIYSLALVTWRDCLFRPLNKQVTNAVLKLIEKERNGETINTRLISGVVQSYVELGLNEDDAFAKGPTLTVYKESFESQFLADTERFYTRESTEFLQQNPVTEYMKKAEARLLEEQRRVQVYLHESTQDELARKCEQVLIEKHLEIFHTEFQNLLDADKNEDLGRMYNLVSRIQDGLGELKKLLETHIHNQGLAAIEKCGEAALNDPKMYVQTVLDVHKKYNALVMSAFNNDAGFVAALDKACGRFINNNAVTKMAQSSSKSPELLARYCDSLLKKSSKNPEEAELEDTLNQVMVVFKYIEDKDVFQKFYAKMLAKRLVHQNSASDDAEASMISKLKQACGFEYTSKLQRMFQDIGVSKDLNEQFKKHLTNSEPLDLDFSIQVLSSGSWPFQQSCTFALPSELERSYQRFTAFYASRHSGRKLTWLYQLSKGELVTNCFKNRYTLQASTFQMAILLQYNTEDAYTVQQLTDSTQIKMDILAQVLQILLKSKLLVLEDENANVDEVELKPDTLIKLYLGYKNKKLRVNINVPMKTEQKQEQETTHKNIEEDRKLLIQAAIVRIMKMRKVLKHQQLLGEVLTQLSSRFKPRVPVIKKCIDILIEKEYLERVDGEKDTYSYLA
Active calls of the source: *. Only part of the results is shown; rates above refer to the full screens.

ROC1-CUL1 inh | SMILES
-7 | COc1ccc(F)c(CC2(CCC(=O)NCCn3ccc4ccccc43)CCC(=O)N2)c1 (stereo not given)
5 | Cc1ccccc1C(=O)Nc1ccnn1C1CCN(C(=O)C2CCCCCC2)CC1
-6 | O=C(C1CCC(Cn2c(=O)c3sccc3n(Cc3ccccc3)c2=O)CC1)N1CCOCC1 (stereo not given)
-9 | Cc1ccc(N2CC(C(=O)N3CCOCC3)CC2=O)c(C)c1 (stereo not given)
7 | NC(=O)c1ccc(NC(=O)C2CCN(C(=O)c3ccccc3F)CC2)cc1
8 | CCc1noc(C)c1C(=O)NC1C2CC3CC(C2)CC1C3 (stereo not given)
7 | CC(=O)Oc1cccc(N2C(=O)c3ccc([N+](=O)[O-])cc3C2=O)c1
-17 | COC(=O)c1ccc(Cn2c(SCC(=O)NCc3ccccc3)nc3ccccc32)cc1
3 | O=C(O/N=C/c1ccc2c(c1)OCO2)c1cccs1
-2 | CCOc1ccccc1OCCCCn1c(-c2ccc(Cl)cc2)nc2ccccc2c1=O
-5 | CCOc1ccc(CC(=O)Nc2c(C(=O)c3ccc(F)cc3)oc3ccccc23)cc1OCC
7 | COC(=O)C1=C(C)N(C)C(=O)NC1c1cc(Br)ccc1OCc1ccccc1 (stereo not given)
-3 | COc1ccc(NC(=O)C2CCCC2)cc1OC
4 | CCc1cccc(C)c1Nc1c(-c2cccc(O)c2)nc2nc(C)cc(C)n12
3 | CC(SC1Cc2cc(Cl)ccc2Sc2ccccc21)C(N)=O (stereo not given)
5 | Cc1oc(-c2ccccc2)cc1-c1nc(C2CCCNC2)cc(=O)[nH]1 (stereo not given)
7 | Cc1ccc(C(=O)Nc2cc(C(=O)O)cc(C(=O)O)c2)cc1N1C(=O)c2ccccc2C1=O
-4 | Cc1cccc(NC(=O)Cc2cccs2)c1C
-5 | CCc1nnc(-c2c(Cl)c(CC)nn2C)o1
2 | CN(C)c1ccc(/C=N\NC(=S)SCN2C(=O)C3CCC(C)(C2=O)C3(C)C)cc1 (stereo not given)
-1 | COc1ccc(-c2nc(-c3cc(OC)ccc3OC)[nH]c2-c2ccc(OC)cc2)cc1
0 | O=S(=O)(c1ccccc1)n1nnc2ccccc21
-1 | COc1ccc(S(=O)(=O)Cc2ccc(C(=O)NC3CCCCC3)o2)cc1
3 | COCCNC(=O)CC1C(=O)NCCN1Cc1ccc(OC)cc1F (stereo not given)
4 | CCn1c(CNc2cccc(C(F)(F)F)c2)nnc1SCC(=O)c1ccccc1
1 | O=C1CCSC2(C(=O)N(Cc3ccc(F)cc3)c3ccccc32)N1c1cccc(F)c1 (stereo not given)
5 | C=CCN=c1scc(-c2ccc3c(c2)OCCO3)n1NC(=O)c1cccc(Br)c1
4 | O=C(CN1CCCC1)Nc1cc(Cl)ccc1Cl
-3 | COc1ccc(CN2CCC(N3CCCC(C(=O)NC4CC4)C3)CC2)cc1O (stereo not given)
4 | Cc1onc(-c2ccccc2Cl)c1C(=O)NC(=S)Nc1ccccc1Cl
12 | CC1CCN(S(=O)(=O)N2CCN(c3ccc(Cl)cc3)CC2)CC1
-5 | CCc1ccc(Nc2nn(-c3ccc(OC(F)(F)F)cc3)nc2C(C)=O)cc1
4 | O=C(CSc1nc2cc(F)c(F)cc2[nH]1)c1ccccc1
-6 | Cc1cc2nc(-c3ccc(C)s3)cc(C(F)(F)F)n2n1
2 | CCOC(=O)c1cc(C)sc1NC(=O)C1CCCO1 (stereo not given)
-4 | O=C1COc2ccc(NC(=O)C34CC5CC(CC(C5)C3)C4)cc2N1
-9 | O=C1N(c2ccc(Br)cc2)C2CS(=O)(=O)CC2N1c1ccc(Cl)c(Cl)c1 (stereo not given)
8 | O=C(CSc1nnc2n1CCCN2C(=O)c1ccccc1)c1cccs1
-1 | N#Cc1ccccc1NC(=O)c1ccc(-c2ccccc2C(F)(F)F)o1
2 | Cc1c(C(=O)N(C)c2ccccc2)sc2nc(-c3ccc(F)cc3)cn12
5 | O=C(CSc1nc2ccc(NC(=O)c3ccccc3Cl)cc2s1)c1ccccc1
-8 | COc1ccc(CCNc2ncnc3c2nnn3C)cc1
9 | CC(=O)NCCOc1ccc(C(C)(C)C)cc1
8 | COC(=O)C1=C(C)N(c2ccc(C)cc2)C(=O)/C1=C\c1cccc(OC)c1O
6 | C=C(C)Cn1c(=O)c2c(nc3oc(C)c(C)n32)n(C)c1=O

An excerpt from above in order of heavy-atom count, high to low:
ROC1-CUL1 inh | SMILES
12 | CC1CCN(S(=O)(=O)N2CCN(c3ccc(Cl)cc3)CC2)CC1
-6 | Cc1cc2nc(-c3ccc(C)s3)cc(C(F)(F)F)n2n1
9 | CC(=O)NCCOc1ccc(C(C)(C)C)cc1

As entered above.
O=C1N(c2ccc(Br)cc2)C2CS(=O)(=O)CC2N1c1ccc(Cl)c(Cl)c1 (stereo not given) | ROC1-CUL1 inh = -9
COC(=O)c1ccc(Cn2c(SCC(=O)NCc3ccccc3)nc3ccccc32)cc1 | ROC1-CUL1 inh = -17
CC1CCN(S(=O)(=O)N2CCN(c3ccc(Cl)cc3)CC2)CC1 | ROC1-CUL1 inh = 12
COC(=O)C1=C(C)N(C)C(=O)NC1c1cc(Br)ccc1OCc1ccccc1 (stereo not given) | ROC1-CUL1 inh = 7
O=S(=O)(c1ccccc1)n1nnc2ccccc21 | ROC1-CUL1 inh = 0

Continuation:
ROC1-CUL1 inh | SMILES
-2 | CN(c1ccc(C(=O)NCCSc2ccccn2)cc1)S(=O)(=O)c1ccccc1
-4 | S=C(NCc1ccccc1)NC12CC3CC(CC(C3)C1)C2
-2 | CCCC(=O)Nc1ccc2nc(SCCOc3ccccc3)sc2c1
-3 | COC(=O)c1ccc(C2C3C(=O)CC(c4ccc(C(C)(C)C)cc4)CC3=Nc3ccccc3N2C(=O)c2ccccc2Cl)cc1 (stereo not given)
7 | CC1CCCN(S(=O)(=O)c2ccc(NC(=O)C3CCC3)cc2)C1 (stereo not given)
-4 | N#C/C(=C\c1c(O)ccc2ccccc12)C(=O)Nc1ccccc1Cl
4 | CCOc1ccc(NC(=O)COC(=O)c2c(OC)cccc2OC)cc1
-14 | O=C1NC(=O)N(c2ccc(Cl)cc2)C(=O)C1C=Nc1ccc(I)cc1 (stereo not given)
5 | CSc1nn(C(=O)c2ccccc2)c(N)c1C#N
0 | COc1ccc(-n2c(=O)c3c(c4cc(OC)ccc4n3C)n(Cc3c(F)cccc3Cl)c2=O)cc1
-2 | O=C(c1ccc(=O)[nH]n1)N1CCC(C2CCN(Cc3cccc(F)c3F)CC2)C1 (stereo not given)
3 | FC(F)(F)c1ccccc1CNCc1ccncc1
2 | CC1CCN(C(=O)CC2(c3ccc(-c4ccccc4)cc3)CC(=O)N(C)C2=O)CC1 (stereo not given)
5 | Cc1ccccc1S(=O)(=O)Oc1ccc(-n2ccnc2)cc1
13 | C(#CCSc1ncccn1)CSc1ncccn1

6 compounds already listed, ordered by the number in ROC1-CUL1 inh, highest first.
Compound	ROC1-CUL1 inh
C(#CCSc1ncccn1)CSc1ncccn1	13
CSc1nn(C(=O)c2ccccc2)c(N)c1C#N	5
CCOc1ccc(NC(=O)COC(=O)c2c(OC)cccc2OC)cc1	4
CN(c1ccc(C(=O)NCCSc2ccccn2)cc1)S(=O)(=O)c1ccccc1	-2
N#C/C(=C\c1c(O)ccc2ccccc12)C(=O)Nc1ccccc1Cl	-4
O=C1NC(=O)N(c2ccc(Cl)cc2)C(=O)C1C=Nc1ccc(I)cc1 (stereo not given)	-14

The listing picks up; the 2 compounds before the break are reprinted first.
ROC1-CUL1 inh | SMILES
5 | Cc1ccccc1S(=O)(=O)Oc1ccc(-n2ccnc2)cc1
13 | C(#CCSc1ncccn1)CSc1ncccn1
-4 | COc1ccc(C(=O)NC(C(=O)O)c2ccccc2)cc1 (stereo not given)
2 | CCOC(=O)C1=C(C)N=C(C)C(C(=O)OCC)C1c1ccccc1 (stereo not given)
-5 | COC(=O)Nc1ccccc1C(=O)NCc1ccc(Cl)cc1
11 | O=C1C(=O)N(CC2CCCO2)C(c2ccc(OCc3ccccc3)cc2)C1C(=O)c1ccc(F)cc1 (stereo not given)
-3 | COc1ccc(OC)c(NC(=O)c2sc3nc(-c4ccc(F)cc4)ccc3c2N)c1
-2 | CNc1cc(C)nc(-c2ccc(Br)cc2)n1
4 | Cc1ccc(C)c(NC(=O)c2csc3c2CCCC3)c1
8 | C=C(C)CN(CC)Cc1c(C(=O)N2CCc3ccccc3C2)nc2ccc(Cl)cn12
-4 | Cc1cccc(N2CCN(c3ccc(NCc4nc5ccccc5n4C)cc3)CC2)c1
8 | CSc1nc(N)nc(SCC(=O)NC(C)C23CC4CC(CC(C4)C2)C3)c1C#N (stereo not given)
2 | CCOc1ccc(NC(=O)c2c(NCc3ccc(C)o3)sc3c2CCC(C)C3)cc1 (stereo not given)
2 | COCC(=O)N1CCC(Oc2ccc(C(=O)NC3CCCC3)cc2Cl)CC1
6 | COc1ccc(CN(Cc2ccco2)C(=O)COc2ccc(Cl)cc2C)cc1
-6 | Cc1cccc(Nc2nc(-c3ccccc3)c(Oc3ccc([N+](=O)[O-])cc3)s2)c1
-8 | Cc1ccc(Nc2c(-c3ccc(C)o3)nc3cccc(C)n23)cc1
5 | COc1cccc2c(=O)cn[nH]c12
6 | CC(C)(C)C(=O)NS(=O)(=O)c1ccsc1
-6 | COc1ccc2oc(C)c(C(C)=O)c2c1
2 | O=C(NCCN1CCOCC1)c1cc2nc(-c3ccc4c(c3)OCO4)cc(C(F)(F)F)n2n1
-7 | CCC(O)(CC)C(=O)NN1CCCCC1
-5 | Cc1ccc(CN2CCC(C(=O)Nc3cccc(-c4ccn[nH]4)c3)CC2)o1
3 | CCCc1c(C(=O)NC(C)C)nnn1-c1ccc(Cl)cc1
0 | O=C(C1CCCC1)N1CCN(c2ccccn2)CC1
-2 | CC(C)NC(=O)c1ccc(CN2CCCC2)cc1
11 | COC(=O)c1ccc(Cl)cc1NC(=O)NC(C)c1c(-n2cccc2)sc(C)c1C (stereo not given)
1 | CCCCC(=O)Nc1ccc(C)cc1NC(=O)CCCC
8 | S=c1[nH]cnc2scc(-c3ccc(Cl)cc3)c12
-5 | CCOc1ccc(CNC(=O)Cn2ncc3c(=O)oc4ccc(C)cc4c32)cc1
-12 | CCC1CCc2nc3sc(C(=O)NCCc4ccc(F)cc4)c(N)c3cc2C1 (stereo not given)
3 | CCC1C(=O)c2ccccc2S1(=O)=O (stereo not given)
6 | O=C(CCC1CCCN(Cc2ncc[nH]2)C1)NC1CC1 (stereo not given)
7 | Brc1cccc(CNn2cnnc2)c1
-8 | COC(=O)c1cnn(-c2cc(OC)ncn2)c1N
-14 | Cc1ccc(S(=O)(=O)NCCc2nnc3ccc(SCc4cccc(F)c4)nn23)cc1
-8 | CCCc1nnc(NC(=O)c2nc(SCC)ncc2Cl)s1
0 | COCCCNC(=O)c1ccc(NC(=O)c2nsc3ccccc23)cc1
-4 | Cc1ccc(-c2nc3ccccn3c2Nc2ccc3c(c2)OCO3)cc1
2 | Cc1ccccc1C(=O)NCCc1csc(-c2ccc(C(F)(F)F)cc2)n1
5 | CCCn1c(CCO)nc2ccccc21
-7 | Cc1ccccc1N1OC2C(=O)N(c3ccccc3Cl)C(=O)C2C1c1ccc(N(C)C)cc1 (stereo not given)
8 | COc1ccc2c(c1OC)C(=O)OC2CC(=O)c1ccc(F)cc1 (stereo not given)
8 | Cc1nc(NC(=O)N2CCCC2c2nc3ccccc3s2)nn1C(C)C (stereo not given)
2 | COc1ccc(NC(=O)CN(c2ccc(C)cc2)S(C)(=O)=O)cc1Cl
-11 | CC(=O)c1cccc(NC(=O)c2cnn(-c3cccc(C)c3)c2-n2cccc2)c1
7 | CCc1ccc2nc(Nc3nc4c(c(=O)[nH]3)CCC4)nc(C)c2c1
4 | Cc1n[nH]c(C)c1CCCN(C)CC1(c2cccc(F)c2)CCOC1 (stereo not given)
11 | CC(C)Cn1c(C(C)C)nc([N+](=O)[O-])c1Sc1ccc(Cl)cn1
3 | Cc1cccc(C(C)C)c1NC(=O)c1ccc2c(c1)CCN2S(C)(=O)=O
-7 | COc1ccc(Cl)cc1NC(=O)CSc1cn(CC(=O)N2CCCCC2)c2ccccc12
9 | O=c1n(Cc2ccc(Cl)cc2Cl)c2cc(N3CCOCC3)c([N+](=O)[O-])cc2n1Cc1ccc(Cl)cc1Cl
4 | CCOC(=O)c1cnn(-c2cc(OC)ncn2)c1C
1 | Cc1ccc(CCNC(=O)c2cc(-c3ccccc3)n[nH]2)cc1
-9 | COc1ccc(-c2ccc3c(N)c(C(=O)Nc4cc(Cl)cc(Cl)c4)sc3n2)cc1
-6 | CC(C)c1ccc(CN2CCCC(O)(CNC3CCCC3)C2=O)cc1 (stereo not given)
1 | Cc1cc(C(=O)NNC(=S)NC(C)c2ccccc2)cs1 (stereo not given)
14 | CCOC(=O)c1c(-c2ccc(OC)c(OC)c2)csc1NC(=O)CSc1nnc2cc(C)c3ccccc3n12
6 | Cc1cccc(Nc2nc(-c3ccccc3)nc3ccccc23)c1
5 | COC(=O)c1c(-c2ccccc2)csc1NC(=O)c1ccco1
1 | CN(C)c1ccc(-c2nc3ccccn3c2Nc2ccc3c(c2)OCCO3)cc1
-11 | CC(=O)c1cccc(N2C(=O)CN(S(C)(=O)=O)CC2(C)C(=O)NC2CCCC2)c1 (stereo not given)

Carrying on:
ROC1-CUL1 inh | SMILES
-1 | CCOC(=O)c1nnn(-c2nn3nnnc3c3ccccc23)c1C
5 | COC(=O)c1cc(Cl)c(NC(=O)/C=C/c2ccc(Cl)cc2Cl)cc1OC
4 | COc1ccc(CC2(CCC(=O)NCCc3ccccc3Cl)CCC(=O)N2)c(F)c1 (stereo not given)
-8 | CCc1ccc(CNC(=O)C2CCN(c3nn4cc(-c5ccc(F)cc5)nc4s3)CC2)cc1

Bioassay records deposited in PubChem BioAssay by Icahn School of Medicine at Mount Sinai.
